KDM5B inh = Primary screen for KDM5B Histone Demethylases FDH-coupled qHTS. Lysine-specific demethylase 5B (Homo sapiens), Q9UGL1. KDM5B demethylase, FDH-coupled NADH fluorescence (FDH is formaldehyde dehydrogenase). Potency, µM (series often up to 57.7 µM), inactives show at the top dose activity change, negative = inhibition, most hits filed as inhibitors. 220,000 tested, 2.6% active. AID 1347165, 2019; active = well fitted inhibition curve with a large enough effect; inconclusive = small, poorly fitted or top-dose-only effect; inactive = no such curve, though single readings can be large or run the other way; also: 0% is about no effect; nearly all actives have a fitted effect of over 70% in size
Target sequence (Q9UGL1 whole entry, looked up): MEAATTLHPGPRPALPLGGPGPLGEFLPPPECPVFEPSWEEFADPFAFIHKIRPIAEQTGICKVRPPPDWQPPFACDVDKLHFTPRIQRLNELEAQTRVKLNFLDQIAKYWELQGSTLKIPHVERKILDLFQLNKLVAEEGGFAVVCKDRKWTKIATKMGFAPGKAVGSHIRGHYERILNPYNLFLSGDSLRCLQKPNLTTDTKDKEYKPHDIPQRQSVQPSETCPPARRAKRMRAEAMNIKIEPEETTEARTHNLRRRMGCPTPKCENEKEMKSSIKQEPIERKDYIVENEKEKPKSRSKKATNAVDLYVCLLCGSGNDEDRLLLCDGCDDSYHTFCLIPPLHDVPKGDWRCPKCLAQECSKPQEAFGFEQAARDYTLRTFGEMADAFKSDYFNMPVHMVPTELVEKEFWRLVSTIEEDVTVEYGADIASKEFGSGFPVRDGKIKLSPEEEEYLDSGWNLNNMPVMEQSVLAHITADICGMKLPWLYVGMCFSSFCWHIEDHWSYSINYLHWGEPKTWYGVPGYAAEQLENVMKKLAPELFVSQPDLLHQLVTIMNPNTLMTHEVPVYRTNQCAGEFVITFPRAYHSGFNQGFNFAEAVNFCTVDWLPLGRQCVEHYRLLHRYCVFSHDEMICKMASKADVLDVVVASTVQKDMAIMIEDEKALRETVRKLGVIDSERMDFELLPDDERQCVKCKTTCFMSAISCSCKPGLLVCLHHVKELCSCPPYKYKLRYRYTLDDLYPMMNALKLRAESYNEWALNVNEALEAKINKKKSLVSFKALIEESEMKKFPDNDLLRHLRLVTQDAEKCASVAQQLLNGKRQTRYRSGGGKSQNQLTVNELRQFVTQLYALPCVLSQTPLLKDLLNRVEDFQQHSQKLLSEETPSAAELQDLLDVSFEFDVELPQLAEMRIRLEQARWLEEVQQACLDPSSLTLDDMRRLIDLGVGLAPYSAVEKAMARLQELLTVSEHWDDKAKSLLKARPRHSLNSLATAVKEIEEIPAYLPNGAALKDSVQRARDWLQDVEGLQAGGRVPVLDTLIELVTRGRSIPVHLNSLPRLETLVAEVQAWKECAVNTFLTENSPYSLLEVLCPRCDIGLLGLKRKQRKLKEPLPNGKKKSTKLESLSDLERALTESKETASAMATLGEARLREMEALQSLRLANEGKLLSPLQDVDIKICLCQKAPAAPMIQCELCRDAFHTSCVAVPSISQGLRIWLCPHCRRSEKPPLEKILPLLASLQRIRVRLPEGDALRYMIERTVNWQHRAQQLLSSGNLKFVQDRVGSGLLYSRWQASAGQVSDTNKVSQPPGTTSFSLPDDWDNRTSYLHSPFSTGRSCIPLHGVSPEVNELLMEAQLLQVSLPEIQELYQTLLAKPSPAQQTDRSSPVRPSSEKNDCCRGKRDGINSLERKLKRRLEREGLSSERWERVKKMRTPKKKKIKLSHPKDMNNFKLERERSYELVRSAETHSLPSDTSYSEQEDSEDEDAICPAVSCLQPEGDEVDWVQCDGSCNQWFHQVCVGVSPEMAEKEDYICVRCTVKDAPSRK
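Measured: NADH fluorescence change, 30 min, RT. System: KDM5BΔAP 200 nM final, H3K4me3 peptide, α-KG, Fe(II), ascorbate, NAD⁺ plus FDH, pH 7.5 HEPES. Compounds: titrated, 10 min pre-incubation with enzyme.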
Numbers without * were called inactive; i = inactive; u = inconclusive; [ ] = remark or other dose. Potency is read from the fitted curve at half-maximal effect. A portion of the library; the hit share may differ from the screen's.

| KDM5B inh | SMILES |
| --- | --- |
| -1% | O=C(CN1C(=O)C2(SCC(=O)N2c2ccc(F)cc2)c2ccccc21)NC1CCCCC1 (configuration not stated) |
| 9% | Cc1cccc(OCC(=O)Nc2ccc3oc(C)nc3c2)c1 |
| 2% | Cc1ccc(C(=O)OCC(=O)N2c3ccccc3NC(=O)C2(C)C)s1 |
| 3% | CCOc1ccc2c(n1)CCN(C(=O)Nc1ccc(C)c(C)c1)C2 |
| -27% | Cc1nonc1CN(C)C(=O)CC(c1ccccc1)c1cccc(Cl)c1 (configuration not stated) |
| 2% | CC(C)c1ccc(NC(=O)C2CCCCC(=O)N2)cc1 (configuration not stated) |
| -11% | Cc1ccc(OCC(=O)Nc2ccc3nc(SCC(=O)N(C)c4ccccc4)sc3c2)cc1 |
| u | CCOc1ccc(CC(=O)N2CCN(c3cc(-c4ccc(OC)cc4)[nH]n3)CC2)cc1 |
| u | NC(=O)Nc1ccc(C(=O)Nc2cccc3cccnc23)cc1 |
| u | Cc1cc(Cc2ccccc2)c(C)cn1 |
| 18% | CCn1c(C)cc(C(=O)CN2C(=O)c3ccccc3S2(=O)=O)c1C |
| -10% | COc1ccc(OC)c(C2C(C(=O)c3ccco3)=C(O)C(=O)N2c2nc3ccc(C)cc3s2)c1 (configuration not stated) |
| 6% | COc1ccc(C(CNC(=O)c2ccc(Br)o2)N2CCCCCC2)cc1 (configuration not stated) |
| 5% | Cc1noc(-c2ccccc2NC(=O)C2CC(=O)N(c3cccc(C(F)(F)F)c3)C2)n1 (configuration not stated) |
| -11% | COc1ccc(CNC(=O)c2cnn(-c3ccc(OC)cc3)c2C2CCN(C(=O)OC(C)(C)C)CC2)cc1 |
| -18% | O=C(c1nccc2ccccc12)N1CCC2(CC1)CC(Cc1nc(C3CC3)no1)CCO2 (configuration not stated) |
| -2% | Cc1ccc(C(=O)NCCc2ccc(S(N)(=O)=O)cc2)cc1-n1cnc2cccnc21 |
| 4% | COc1ccc(C(=O)N2CCN(Cc3nc(N)c4ccccc4n3)CC2)cc1 |
| 7% | COc1ccc(C(=O)OCC(=O)c2sc3ccccc3c2C)cc1OC |
| 9% | CCOc1ccc(NC(=O)c2cnc3ccccn3c2=O)cc1 |
| 32µM* | O=C(O)CCC(=O)N[C@H]1CO[C@H]2[C@@H]1OC[C@@H]2Nc1nccc(-c2cccc(F)c2)n1 |
| -13% | CNC(=O)C(C)Cn1ccnc1-c1cccc(CN(C)C)c1 (configuration not stated) |
| u | O=C(c1csc(-c2cccs2)n1)N1CCC2(CCCO2)CC1 |
| -4% | O=C1Nc2cc(Cl)c(Cl)cc2N(O)N1c1cccc(Br)c1 |
| -9% | CC(C)/C=N/Nc1ccc(S(N)(=O)=O)cc1[N+](=O)[O-] |
| -19% | O=C(CN1CCN(c2ccc(Cl)cc2)CC1)Nc1ccc(Cl)c(C(F)(F)F)c1 |
| -1% | Cn1c(=O)[nH]c(=O)c2c1nc1n(-c3ccc(Cl)cc3)c(-c3ccccc3)cn21 |
| 19% | CC1CCCN(Cc2nc3c(c(=O)n(C)c(=O)n3C)n2Cc2ccc(Cl)cc2)C1 (configuration not stated) |
| u | CC(C)CCn1c(=O)c2sccc2n2c(CCCC(=O)NCc3ccc(F)cc3)nnc12 |
| 26% | O=C(CCc1cnccn1)N1CCOC(CCCc2ccccc2)C1 (configuration not stated) |

Two of these compounds in a different format:
compound	KDM5B inh
COc1ccc(C(=O)N2CCN(Cc3nc(N)c4ccccc4n3)CC2)cc1	4%
COc1ccc(C(=O)OCC(=O)c2sc3ccccc3c2C)cc1OC	7%

(list continues)
| KDM5B inh | SMILES |
| --- | --- |
| u | Cc1cc(NC(=O)C(C)(C)Oc2nn(CC3CC3)c3ccc(CN4CCCC4)cc23)n(C)n1 |
| -7% | CC(Sc1nc2ccccc2o1)C(=O)c1c[nH]c2ccccc12 (configuration not stated) |
| -5% | O=C(OCc1nc2ccccc2o1)c1cccc(S(=O)(=O)NCc2ccccc2)c1 |
| -20% | CCNC(=O)NC(=O)CSc1nc(-c2ccco2)nc2ccccc12 |
| -20% | Cc1ccc2c(C)c(CCC(=O)N3CCCCCC3)c(=O)oc2c1 |
| 0% | Cc1ccccc1-c1cc(C(=O)NC(C)C)c2ccccc2n1 |
| 16% | CC(C)NC(=O)Cn1nc2c(cc1=O)CCCC2 |
| 32µM* | COc1ccc(NC(=O)c2ccc3c(c2)NC(C)(COc2ccccc2)CO3)cn1 (configuration not stated) |
| -3% | O=C1CC(c2ccccc2)N(Cc2ccncc2)CCCN(S(=O)(=O)c2cccs2)CCN1 (configuration not stated) |
| -16% | CC(C)[C@@H]1CN(C(=O)c2cccc(Cn3cccn3)c2)C[C@H]1NC(=O)N(C)C |
| 6% | CCCc1nnc2c(=O)n(CC(=O)Nc3ccccc3C(=O)OCC)c3ccccc3n12 |
| -20% | O=C(Nc1nnc(S(=O)(=O)N2CCCC2)s1)c1ccccc1Cl |
| 6% | COCCN1CCC(N2CCN(S(=O)(=O)c3ccc(F)c(F)c3)CC2)C1=O (configuration not stated) |
| 0% | Cc1nc2c(c(-c3ccc(Cl)cc3)n1)CCN(C(=O)C1CC1)CC2 |
| -21% | COc1cccc(C(=O)NC2CCN(c3cc(C(F)(F)F)nc(C)n3)CC2)c1OC |

An excerpt taken from the entries so far:
| KDM5B inh | SMILES |
| --- | --- |
| 0% | Cc1nc2c(c(-c3ccc(Cl)cc3)n1)CCN(C(=O)C1CC1)CC2 |
| -21% | COc1cccc(C(=O)NC2CCN(c3cc(C(F)(F)F)nc(C)n3)CC2)c1OC |

New compounds follow
| KDM5B inh | SMILES |
| --- | --- |
| 10% | Cc1noc([C@@H]2CN(C(=O)c3ccc4c(c3)OCO4)C[C@H]2CO)n1 |
| -8% | Cc1ccc(CN(C(=O)Cc2coc3ccc(C(C)C)cc23)C2CCS(=O)(=O)C2)cc1 (configuration not stated) |
| 4% | O=C(c1ccco1)N1CCC(c2n[nH]c(=O)n2Cc2ccc(F)cc2)CC1 |
| -4%[115 µM] | CC(=O)N1Cc2ccccc2CC2(CCCCN2Cc2ccccc2)C1 (configuration not stated) |
| i | O=C(Cc1cc(=O)oc2cc(O)ccc12)NC(Cc1ccc(Cl)cc1)C(=O)O (configuration not stated) |
| -25% | COC(=O)[C@@H]1Cc2ncn(Cc3ccccc3)c2CN1S(=O)(=O)c1cccc(C(F)(F)F)c1 |
| 10% | COc1cccc(C(=O)N2CCC(N3C[C@H](O)C[C@H]3C(=O)Nc3ccc4c(c3)OCCO4)CC2)c1 |
| -34% | CCn1cc(Cl)c(C(=O)N2CCCn3cc(-c4ccccc4)nc32)n1 |
| -14% | CN1CC2(CCN(C(=O)CCCc3ccccc3)CC2)CC1C(=O)N1CCOCC1 (configuration not stated) |
| -8% | COc1ccc(F)c(CN2CCCC3(CCN(C(=O)c4ccsc4)C3)C2)c1 (configuration not stated) |
| -25% | CSCCC(NS(=O)(=O)c1ccc2c(c1)oc(=O)n2C)C(=O)Nc1ccc(Cl)cc1 (configuration not stated) |
| 14% | COc1ccc(CN2CCN(c3ccccc3)CC2C)c(OC)c1OC (configuration not stated) |
| 2% | O=S(=O)(c1cccc(Br)c1)N1CCSCC1 |
| -3%[86.2 µM] | COc1cccc(N2CC3(CN(CCOc4ccccc4)C(=O)O3)C2)c1 |
| 1% | Cc1ccc(F)cc1S(=O)(=O)N1CCn2c(n[nH]c2=O)C1 |
| -8% | Cc1cc(C(=O)O)cs1 |
| 8% | Cc1nc(N2CCC(C(=O)NCC3CCCCC3)CC2)cc(C(F)(F)F)n1 |
| 6% | COc1cccc(NC(=O)Nc2c(N3CCCC3)c3ccccc3oc2=O)c1 |
| 2% | Cn1c(=O)c2cc(C(=O)N3CCN(c4ccc(Cl)cc4)CC3)sc2c2ccccc21 |
| u | O=C(CCOc1ccccc1)N(Cc1cccnc1)c1nc2ccc(F)cc2s1 |
| 1% | Cc1cccc2sc(NC(=O)CN3C(=O)NC4(CCCC4)C3=O)nc12 |
| -23% | O=c1cc(CSc2n[nH]c(-c3ccccc3)n2)[nH]c2ccccc12 |
| -2% | CC(C)(C)c1cc(CCC(N)=O)cc(C(C)(C)C)c1O |
| u | CC(=O)Oc1c(C(C)C)cc(N(C(C)=O)c2ccccc2)cc1C(C)C |
| u | CCc1nc2sc(C(C)=O)c(N)c2c2c1CCCC2 |
| u | O=C(NCC1(c2ccccc2)CCCC1)C(=O)Nc1cccc(Br)c1 |
| 17% | Cc1cc(C)cc(NC(=O)c2cc(C)n(Cc3cccs3)c2C)c1 |
| 34% | Oc1[nH]c2ccccc2c1N=Nc1ncnc2c1oc1ccccc12 |
| -3% | Cc1c(C(=O)Nc2ccc(Br)cc2F)oc2ccc(S(=O)(=O)N3CCC4(CC3)OCCO4)cc12 |
| 7% | COC(=O)C(O)(c1ccc(N(C)C(=O)Nc2ccc(Cl)cc2)cc1)C(F)(F)F (configuration not stated) |
| -9% | O=C(CSc1nc2ccccc2nc1N1CCCCC1)NC1CCCCC1 |
| 10% | O=C(COc1ccc(Cl)cc1Cl)Nc1nc2n(n1)C(c1ccccc1)CC(=O)N2 (configuration not stated) |
| -5% | Cc1cc(C)c(NC(=O)CN2C(=O)NC3(CCCCC3)C2=O)c(C)c1 |
| -24%[115 µM] | CC(C)(C)OC(=O)N1CC(NCc2ccc(-c3ccc(OC(F)(F)F)cc3)cc2)C1 |
| -25% | CC(=O)Cc1nsc(NC(=O)c2ccc(-c3cc(Cl)ccc3Cl)o2)n1 |
| -11% | Cc1nn2c(C)c(C(=O)N3CCN(c4ccc(Cl)cc4)CC3)cnc2c1-c1ccc(F)cc1 |
| -10% | Cn1cncc1C(=O)N1C[C@@H](COCC2CC2)[C@H](c2ccccn2)C1 |
| 21% | Cn1nc(C2CCN(C(=O)c3ccc[nH]3)CC2)n(Cc2ccccc2)c1=O |
| 9% | O=C(NCc1ccc(OCC(F)(F)F)cc1)c1ccc(S(=O)(=O)N2CCOCC2)cc1 |
| -44% | COc1ccc(-c2nnc(SCC(=O)Nc3cccc(Cl)c3C)nc2-c2ccc(OC)cc2)cc1 |
| u | CC(C)c1nc2oc3c(NCCO)ncnc3c2c2c1COC(C)(C)C2 |
| u | CC(=O)c1c(C)n([O-])c2cc(C)ccc2[n+]1=O |
| -27% | CN(C)c1ccc(-c2nn3c(CN4CCCCC4)nnc3s2)cc1 |
| 19% | CCNC(=S)N(CCc1c(C)[nH]c2ccccc12)Cc1cccnc1 |
| 8% | CC1(C)CC(NC(=O)Cn2nc(-c3ccc(Cl)cc3)c3ccccc3c2=O)CC(C)(C)N1 |
| u | COc1ccc(NC(=O)NC[C@H]2O[C@@H](CO)[C@@H](O)C2N2CCN(c3ccccc3)CC2)cc1 (some centres not stated) |
| u | CCc1nnc(NC(=O)c2ccc3ncsc3c2)s1 |
| -5% | CCOc1cc(-c2noc(-c3ccccc3)n2)ccc1OCC(=O)NC(C)(C)C |
| u | Cc1ccc(CNS(=O)(=O)c2ccc3[nH]c4c(c3c2)CCCCC4)cc1 |
| 100µM* | O=C(NC1CCCC1)c1ccc2nnc(-c3cncc(Cl)c3)n2c1 |
| 22% | Cc1ccc(S(=O)(=O)c2ccc(C(F)(F)F)cn2)cc1 |
| 2% | CC(C)N1C[C@H](C(=O)NCCC2=CCCCC2)[C@H](C(=O)O)C1 |
| 5% | Cc1nn(C)c2nc(NCCC(=O)N3CCC(C)CC3)sc12 |
| 14% | CCOc1ccc(CC(=O)N2CCC[C@H]2c2nc(-c3ccc(OC)c(OC)c3)no2)cc1 |
| u | O=C(N/N=C/c1ccc(O)cc1)c1cc(-c2ccccc2)nc2ccccc12 |
| 13% | CCCC(C)NC(=O)COc1cc2oc(=O)cc(-c3ccccc3)c2cc1Cl (configuration not stated) |
| -12% | COc1cccc(CN2CC3(C2)C(=O)N(Cc2ccccc2Cl)C(=O)[C@@H]2C[C@@H](O)CN23)c1 |
| u | Cc1ccc(Sc2c(C)nn(C(C)(C)C)c2OC(=O)C(C)(C)C)cc1 |
| -2% | CC(C)CCNC(=O)C12CC3CC(C1)CC(c1ccccc1)(C3)C2 |
| u | Cc1cccc(N2CCN(c3ccc(NC(=O)c4ccccc4)cc3C(=O)O)CC2C)c1 (configuration not stated) |

Printed as active in KDM5B inh (from the list above):
| KDM5B inh | SMILES |
| --- | --- |
| 32µM* | O=C(O)CCC(=O)N[C@H]1CO[C@H]2[C@@H]1OC[C@@H]2Nc1nccc(-c2cccc(F)c2)n1 |
| 32µM* | COc1ccc(NC(=O)c2ccc3c(c2)NC(C)(COc2ccccc2)CO3)cn1 (configuration not stated) |
| 100µM* | O=C(NC1CCCC1)c1ccc2nnc(-c3cncc(Cl)c3)n2c1 |

Next part
| KDM5B inh | SMILES |
| --- | --- |
| 12% | O=C(NCc1ccccc1)C(=O)Nc1ccc2cc[nH]c2c1 |
| 5% | CCC1CCC(C(=O)Nc2ccc(Br)cc2)CC1 (configuration not stated) |
| u | CCc1ccc(CNC(=O)Cn2ccc3cc(S(=O)(=O)N4CCCCCC4)ccc32)cc1 |
| u | O=C(Cn1c(=O)c2cccn2c2cccnc21)NCc1cccc(F)c1 |
| -4% | CCc1nnc(SCC(=O)N(CC)c2ccccc2)c2cc3oc(C)cc3n12 |
| 0% | C(=C\c1ccccc1)/C1=NO[C@@H]2[C@H]3CC[C@H](C3)[C@H]12 |
| 10% | CCCN(CC1CCOC1)S(=O)(=O)c1ccc(C(F)(F)F)cc1 (configuration not stated) |
| 8% | CC(Sc1nc(N)cc(N)n1)C(=O)NCC1CCCO1 (configuration not stated) |
| 9% | COc1ccc(S(=O)(=O)NC[C@@H]2C=C(C)[C@H](CC(=O)N3CCN(C)CC3)C[C@H]2C(C)C)cc1 |
| 25% | COc1cc(=O)n2c(c1C(=O)Nc1ccc(C)c(F)c1)CCCC2 |

Laid out differently: results already given.
canonical_smiles | KDM5B inh
CC(Sc1nc(N)cc(N)n1)C(=O)NCC1CCCO1 (configuration not stated) | 8%
COc1ccc(S(=O)(=O)NC[C@@H]2C=C(C)[C@H](CC(=O)N3CCN(C)CC3)C[C@H]2C(C)C)cc1 | 9%
